Screens: PubChem BioAssay, several laboratories
CR mimetic SO: reduction of superoxide in aged yeast, primary screen, HTS. 330,000 compounds, 0.18% hits. S. cerevisiae aged cells, superoxide DHE fluorescence; hits give low values. AID 2690, 2010. superoxide response (% of plate mean), % at 10 µM;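 active = superoxide response under a set limit, about three screen SD below normal, cut at about 65% in these data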;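 note: yeast aged for seven days with compound at 30 °C before DHE staining; 100% = average MFI of all compound-treated wells on the plate with controls excluded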
MEX-5 binding: MEX-5 zinc finger RNA-binding disruptors – biochemical, C. elegans, fluorescence polarization, MLPCN library, primary screen. Zinc finger protein mex-5 (Caenorhabditis elegans), Q9XUB2. MEX-5/FITC-TCR2 RNA binding; hits give low values. activity score (negative = inhibition of binding), % at 10 µM. 300,000 compounds, 0.38% hits;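 active = inhibition past about -25% in most replicates, and total fluorescence under double the plate's negative control median, limit read from the data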;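 note: 0% = DMSO and -100% = 5 µM competing unlabeled TCR2 RNA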
MCL1-BIM inh: inhibitors of MCL1 binding to BIM-BH3, primary screen, biochemical, fluorescence polarization; Induced myeloid leukemia cell differentiation protein Mcl-1 (Homo sapiens), Q07820; GST-MCL1 / FITC-Bim-BH3 fluorescence polarization; inhibition, % at 10.9 µM; 320,000 compounds, 0.68% hits; AID 2057, 2009;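 active = inhibition above the mean inhibition of all tested compounds plus 3 SD, set per campaign, cut at about 40% in these data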;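 note: 0% = DMSO wells and 100% = unlabeled Bim-BH3 peptide control; higher means more loss of mP so more displacement of Bim peptide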
CIT2-GFP yeast: modulators of CIT2-GFP expression in yeast, primary screen, S. cerevisiae, GFP fusion, multiplex flow cytometry, MLPCN library. S. cerevisiae CIT2-GFP strain, 3 h; 100 means same as DMSO wells. GFP response vs DMSO, % at 10 µM. 320,000 compounds, 0.065% hits. AID 2029, 2009;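 active = GFP response relative to DMSO above a set limit, near the screen mean plus 3 SD, cut at about 150% in these data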;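 note: ratio of well median GFP fluorescence to mean of DMSO wells on the plate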
GRK2 inh: compounds blocking aptamer binding on GRK2 – biochemical, human GRK2, bead flow cytometry, HTS, primary screen | Beta-adrenergic receptor kinase 1 (Homo sapiens), P25098 | FAM-aptamer displacement from GRK2 | inhibition of aptamer binding, % at 10 µM | 330,000 compounds, 0.59% hits | AID 488847, 2010;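 active = inhibition of aptamer binding above 40%, roughly 3 SD of noise, on plates passing a quality check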;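 note: median bead fluorescence of bound FAM aptamer so fluorescent compounds give negative values; no value below 0 was filed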
Target sequence (P25098 whole entry, looked up): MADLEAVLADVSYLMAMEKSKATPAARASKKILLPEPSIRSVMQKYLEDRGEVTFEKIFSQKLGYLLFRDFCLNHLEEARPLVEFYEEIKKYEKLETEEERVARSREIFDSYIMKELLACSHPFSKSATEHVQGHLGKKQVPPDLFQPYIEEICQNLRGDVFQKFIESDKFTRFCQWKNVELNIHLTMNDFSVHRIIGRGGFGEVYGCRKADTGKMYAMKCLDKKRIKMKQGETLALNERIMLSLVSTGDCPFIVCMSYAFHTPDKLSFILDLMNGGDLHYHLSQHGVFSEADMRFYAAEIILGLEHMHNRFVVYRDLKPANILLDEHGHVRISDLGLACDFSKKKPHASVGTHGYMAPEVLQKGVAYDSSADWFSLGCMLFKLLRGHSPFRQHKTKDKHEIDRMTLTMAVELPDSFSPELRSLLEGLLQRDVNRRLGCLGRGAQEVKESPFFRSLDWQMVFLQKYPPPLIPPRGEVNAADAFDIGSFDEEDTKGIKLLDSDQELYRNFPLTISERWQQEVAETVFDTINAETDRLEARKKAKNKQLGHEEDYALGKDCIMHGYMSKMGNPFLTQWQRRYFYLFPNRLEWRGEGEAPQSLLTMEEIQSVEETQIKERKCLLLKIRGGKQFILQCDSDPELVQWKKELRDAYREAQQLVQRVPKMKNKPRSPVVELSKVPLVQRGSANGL
GLD-1 RNA inh: GLD-1/TGE RNA complex disruptors, primary screen, biochemical, fluorescence polarization; AID 2280, 2010; inhibition, % at 5.96 µM; purified GLD-1 + fluorescein TGE RNA; 320,000 compounds, 0.44% hits;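 active = percent inhibition above a per-plate cutoff, the plate mean of test compounds plus 3 SD, cut at about 30% in these data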;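 note: 0% = DMSO wells with GLD-1 and probe and 100% = wells lacking GLD-1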
AGP1 TOR yeast: modulators of AGP1-GFP expression in yeast TOR pathway, primary screen, cell-based, multiplex flow cytometry, S. cerevisiae, MLPCN library; 3 h; GFP as percent of DMSO wells; GFP response vs DMSO, % at 10 µM; 320,000 compounds, 0.02% hits; AID 2066, 2009;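 active = GFP response relative to DMSO above a set limit, near screen average plus 3 SD, cut at about 150% in these data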;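 note: median GFP channel fluorescence of the gated AGP1 strain per well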
VLA-4 inh: inhibition in human VLA-4 binding assay, primary screen, VLA-4 allosteric modulator project, MLPCN library, flow cytometry, VLA-4 expressing cells; Integrin alpha-4 (Homo sapiens), P13612; inhibition, % (about 7 µM as worked out from the volumes in the protocol); 330,000 compounds, 0.2% hits; ligand binding flow cytometry; AID 2557, 2010; in the data active = inhibition above about 50%
Bcl-xL primary: inhibitors of human Bcl-xL, primary screen, biochemical, fluorescence polarization, HTS; Bcl-2-like protein 1 (Homo sapiens), Q07817; GST-Bcl-xL / FITC-Bim BH3 peptide fluorescence polarization; inhibition, % at 10.9 µM; 320,000 compounds, 0.7% hits; AID 2129, 2009;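 active = inhibition above the mean of all tested compounds plus 3 SD, cutoff set per campaign, cut at about 30% in these data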;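 note: 0% = DMSO wells and 100% = unlabeled Bim-BH3 peptide competitor; inhibitors lower millipolarization by displacing the labeled peptide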
Target sequence (Q07817 whole entry, looked up): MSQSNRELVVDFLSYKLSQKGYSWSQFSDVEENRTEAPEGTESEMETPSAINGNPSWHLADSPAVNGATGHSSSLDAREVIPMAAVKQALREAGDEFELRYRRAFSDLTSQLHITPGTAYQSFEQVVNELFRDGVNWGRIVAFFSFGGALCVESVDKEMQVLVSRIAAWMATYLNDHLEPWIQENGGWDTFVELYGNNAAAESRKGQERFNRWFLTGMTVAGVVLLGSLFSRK
The depositor's hits bear a star; · = no result given; [ ] = another dose, or the depositor's remark.

SMILES	CR mimetic SO	MEX-5 binding	MCL1-BIM inh	CIT2-GFP yeast	GRK2 inh	GLD-1 RNA inh	AGP1 TOR yeast	VLA-4 inh	Bcl-xL primary
COc1ccc(-n2c(O)c(C=Nc3ccccc3)c3ccccc3c2=O)cc1	99	0.3	-1	103	0	10	86	7	2
CC(C)CN(C(=O)CN1CCN(S(=O)(=O)c2ccc3ccccc3c2)CC1)c1c(N)n(CC(C)C)c(=O)[nH]c1=O	107	-1.2	0	101	1	3	108	-5	0
COc1ccccc1C(=O)OCC(=O)Nc1ccccc1OC(F)F	91	0.7	-2	81	1	-6	95	7	3
COc1ccc(NC(=O)C(c2ccc(OC)cc2)N(Cc2ccco2)C(=O)CC2NC(=O)NC2=O)cc1 (centres undefined)	96	2.1	3	110	0	5	105	-2	1
CC(=O)Nc1ccc(NC(=O)CSc2nnc3ccc(-c4cccnc4)nn23)cc1	106	1.6	3	95	4	-5	101	8	2
COc1ccc(C(=O)N/C(=C\c2ccco2)C(=O)NCCN2CCOCC2)cc1	94	-3.7	20	109	0	3	108	-3	7
Cc1nsc2nc3c(F)c(F)c(F)c(F)c3cc12	93	0.8	8	85	1	0	87	1	1
CN(C)c1cccc(C(=O)N2CCCC(C(=O)c3cc(F)ccc3F)C2)c1 (centres undefined)	100	-0.5	12	86	0	2	95	-1	7
Cc1ccc(-n2nnnc2Sc2nc([N+](=O)[O-])nn2C)c(C)c1	120	0.0	2	104	1	-1	93	5	3
CCc1ccc(CN(C(=O)c2cccs2)C2CCS(=O)(=O)C2)cc1 (centres undefined)	93	-0.1	-3	101	0	3	97	13	-3
O=C(CN(CC1CCCO1)C(=O)CCC(=O)Nc1ccccn1)NCc1ccccc1 (centres undefined)	102	0.6	0	86	0	1	94	0	3
COc1cc(/C=C/C(=O)O)cc(S(=O)(=O)NNC(=O)c2cc(C)oc2C)c1OC	105	·	·	108	7	2	94	-9	·
Cc1cc(=O)oc2cc(OC(C(=O)O)c3ccccc3)ccc12 (centres undefined)	99	-1.2	-5	117	84*	-2	105	-82	1
O=C(COC(=O)COc1cccc2ccccc12)NCC(F)(F)F	99	0.7	0	108	0	-3	105	0	-3
Cc1ccc(O)c(NC(=S)NC(=O)c2ccc(-c3ccc(Cl)cc3)o2)c1	138	-0.8	9	97	0	-2	105	18	6
COc1ccc(CCN2C(=O)NC(NS(=O)(=O)c3ccc(N)cc3)(C(F)(F)F)C2=O)cc1OC (centres undefined)	104	0.8	-6	98	0	4	93	-10	1
Cc1ccc(NC(=O)CN2C(=O)NC3(CCC(C)CC3)C2=O)c(Cl)c1 (centres undefined)	92	-0.5	12	106	0	9	106	-2	8
CCc1ccc(C(=O)c2oc3nc(C)cc(C)c3c2N)cc1	102	-1.1	-7	82	3	2	85	2	-7
Cc1cc(F)ccc1NCc1cccnc1	110	0.5	-4	97	0	-2	97	-5	0
O=C(Cc1ccc([N+](=O)[O-])cc1)N1CCCCCC1	87	0.9	-2	101	0	-3	96	5	-1
CC(C)(C)SCCNC(=O)/C=C/c1ccc([N+](=O)[O-])cc1	105	0.2	8	100	0	6	94	17	6
COc1cc(C=Nc2cccc([N+](=O)[O-])c2C)ccc1OC(C)=O	97	-0.7	-8	102	0	-1	113	-12	1
Cn1c(N)c(C(=O)COC(=O)c2ccc(-c3ccccc3)cc2)c(=O)n(C)c1=O	119	·	·	99	1	4	102	-5	·
Cc1cccc(C)c1NC(=O)CSc1nnc(-c2ccoc2C)n1C	102	0.1	-5	100	0	2	103	8	-1
Cc1ccc(NC(=O)c2ccc(F)c(S(=O)(=O)N3CCOCC3)c2)cc1F	124	2.2	-5	108	0	7	·	4	1

Among those listed so far, three contain an aryl thioether with sulfur outside any ring:
SMILES	CR mimetic SO	MEX-5 binding	MCL1-BIM inh	CIT2-GFP yeast	GRK2 inh	GLD-1 RNA inh	AGP1 TOR yeast	VLA-4 inh	Bcl-xL primary
CC(=O)Nc1ccc(NC(=O)CSc2nnc3ccc(-c4cccnc4)nn23)cc1	106	1.6	3	95	4	-5	101	8	2
Cc1ccc(-n2nnnc2Sc2nc([N+](=O)[O-])nn2C)c(C)c1	120	0.0	2	104	1	-1	93	5	3
Cc1cccc(C)c1NC(=O)CSc1nnc(-c2ccoc2C)n1C	102	0.1	-5	100	0	2	103	8	-1

Complete entries, quoted from the list:
`CC(=O)Nc1ccc(NC(=O)CSc2nnc3ccc(-c4cccnc4)nn23)cc1` is listed with CR mimetic SO: 106; MEX-5 binding: 1.6; MCL1-BIM inh: 3; CIT2-GFP yeast: 95; GRK2 inh: 4; GLD-1 RNA inh: -5; AGP1 TOR yeast: 101; VLA-4 inh: 8; Bcl-xL primary: 2
`Cc1ccc(NC(=O)c2ccc(F)c(S(=O)(=O)N3CCOCC3)c2)cc1F` is listed with CR mimetic SO: 124; MEX-5 binding: 2.2; MCL1-BIM inh: -5; CIT2-GFP yeast: 108; GRK2 inh: 0; GLD-1 RNA inh: 7; AGP1 TOR yeast: ·; VLA-4 inh: 4; Bcl-xL primary: 1
`Cc1ccc(-n2nnnc2Sc2nc([N+](=O)[O-])nn2C)c(C)c1` is listed with CR mimetic SO: 120; MEX-5 binding: 0.0; MCL1-BIM inh: 2; CIT2-GFP yeast: 104; GRK2 inh: 1; GLD-1 RNA inh: -1; AGP1 TOR yeast: 93; VLA-4 inh: 5; Bcl-xL primary: 3

New compounds follow.
SMILES	CR mimetic SO	MEX-5 binding	MCL1-BIM inh	CIT2-GFP yeast	GRK2 inh	GLD-1 RNA inh	AGP1 TOR yeast	VLA-4 inh	Bcl-xL primary
CCCCOc1ccc(C(=O)N2CC(C)OC(C)C2)cc1 (centres undefined)	97	1.5	1	95	1	2	102	6	6
Cc1cc(C)n2ncc(C(=O)NCc3ccc(Cl)cc3)c2n1	99	1.7	-4	88	2	5	92	1	6
Cc1cc(C)c[n+](-c2nc3ccccc3nc2[N-]S(=O)(=O)c2ccc(Cl)cc2)c1	108	-12	23	102	0	11	105	-9	20
CCOC(=O)c1ccc(NC(=O)CCS(=O)(=O)c2ccc(Br)s2)cc1	97	1.5	3	100	3	7	104	5	5
CCOc1ccc(NC(=O)CC2C(=O)N(c3ccccc3)C(=O)N2Cc2ccco2)cc1 (centres undefined)	93	0.6	0	97	2	10	99	7	4
CCOc1ccc(CN2CCNC(=O)C2CC(=O)NC2CCCCCC2)cc1 (centres undefined)	100	-0.4	13	·	0	7	97	20	8
COc1ccc(/C=C2\CCC(C3CCCC3)C2=O)cc1 (centres undefined)	113	-0.5	2	99	0	-2	100	19	4
COc1ccc2c(c1)CC/C(=C\C=C\c1ccccc1)C2=O	96	-0.5	5	93	0	9	101	-10	7
COc1cc(/C=N/NC(=O)c2ccccc2)ccc1OS(=O)(=O)c1ccccc1	85	0.6	5	103	0	3	103	10	-4
COc1ccc2nc(Nc3nc(CSc4nnc(C)s4)cc(=O)[nH]3)nc(C)c2c1	101	-1.2	9	108	7	0	107	7	12
Cc1ccc(S(=O)(=O)Nc2c(C)cc(C)nc2Cl)cc1	50*	-1.1	-3	97	0	-3	98	15	1
Cc1cc(C)c(NC(=O)CN2CCN(C)CC2)c(C)c1	94	-1.0	1	110	1	6	105	3	2
CCc1ccccc1NC(=O)Cn1nnc(C(=O)NCc2cccs2)c1N	102	-0.9	1	106	0	2	112	-5	4
O=c1c2cc3ccccc3n2cnn1Cc1ccccc1F	88	-0.5	0	95	5	8	91	16	-1
CC(=O)CCCCn1cnc2c1c(=O)n(C)c(=O)n2C	95	-2.6	-4	103	3	1	88	-5	1
COCCC(=O)N1CCC(Oc2ccc(C(=O)N3CCCCC3COC)cc2)CC1 (centres undefined)	106	-2.9	4	96	1	1	103	6	1
COC(=O)c1cccc(S(=O)(=O)N2CCN(c3nc4ccccc4s3)CC2)c1	90	2.5	2	98	0	-11	96	0	-2
CCOC(=O)c1cccc(NC(=O)CSc2nncn2-c2ccccn2)c1	94	0.0	8	87[may fluoresce red]	3	1	89[may fluoresce red]	-6	2
COc1ccc(C2C=C(C34CC5CC(CC(C5)C3)C4)NC(=S)N2)cc1OC (centres undefined)	98	-1.4	-7	98	0	-3	91	-4	-3
COc1cc(/C=N/NC(=O)c2cnccn2)cc(OC)c1OC	108	-3.0	-8	103	2	0	99	8	-2
CC(=O)c1sc(NC(=O)C2CCN(C(=O)c3ccccc3C)CC2)nc1-c1ccccc1	132	-0.4	-18	100	0	6	105	4	-8
O=C1c2cccc(OCC(=O)N3CCCc4ccccc43)c2CCN1Cc1ccccc1	101	-2.6	1	103	4	1	98	22	1
O=C(Nc1cccc(Cl)c1)c1cnccn1	98	1.7	1	97	0	-2	88	17	4
O=C(COC(=O)CCSc1ccccc1Cl)NCc1ccco1	96	0.5	1	99	1	5	99	7	0
COc1cccc(C2NC(c3cccc(OC)c3O)C(C)C(=O)C2C)c1O (centres undefined)	108	3.4	-1	96	0	2	97	14	-3

Continuation.
SMILES	CR mimetic SO	MEX-5 binding	MCL1-BIM inh	CIT2-GFP yeast	GRK2 inh	GLD-1 RNA inh	AGP1 TOR yeast	VLA-4 inh	Bcl-xL primary
CCOC(=O)CSc1ncnc2c(C(=O)OCC)c3n(c12)CCC3	118	2.1	2	109	1	-5	93	2	4
O=c1[nH]snc1N1CCOCC1	109	-0.9	7	103	5	9	100	10	5
CCC(=O)N(CCc1ccccc1)Cc1cc2cc(C)ccc2[nH]c1=O	108	-1.6	·	99	1	·	100	-1	·
Cc1cc(C(=O)C(C)OC(=O)c2ccc(NC(=O)CC#N)cc2)c(C)n1-c1ccc(OC(F)F)cc1 (centres undefined)	91	·	-22	102	0	-16	113	1	-7
Cc1cc(C)c2c(N)c(C(=O)c3ccc(Br)cc3)oc2n1	95	0.2	5	·	3	1	·	-8	3
COC(=O)C(NC(=O)c1ccc(C)cc1)(Nc1cccc(C)n1)C(F)(F)F (centres undefined)	88	-1.1	-1	95	0	-1	97	9	0
Cn1nc(-c2ccc(N3CCN(CCO)CC3)c([N+](=O)[O-])c2)c2ccccc2c1=O	103	-1.1	8	106	0	-7	99	-1	1
CC1=CC(=C(C#N)c2nc3ccccc3s2)C=C(C)N1c1ccc(F)cc1F	100	-8.0	0	84	5	-15	98	17	-1
Cc1ccc(NC(=O)c2ccc(Cl)c(S(=O)(=O)NCC3CCCO3)c2)c(O)c1 (centres undefined)	93	-1.9	-3	102	4	-4	90	-1	-3

The order is random; any-hit rate near 2.1%.
